# Bioassay records: PubChem, several laboratories
# GPR55 LPI antagonism: GPR55 antagonists blocking LPI-driven arrestin recruitment, primary screen, imaging, U2OS, beta-arrestin-GFP, LPI agonist (AID 2013) | hit rate 0.13% among 290,000 | inhibition, % at 10 µM, or IC50 in µM where a hit was titrated | U2OS GPR55 beta-arrestin-GFP translocation imaging, LPI antagonism; higher % means a stronger effect | G-protein coupled receptor 55 (Homo sapiens);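 active = spots per cell inhibited over 60%, with over 100 cells counted and total cytoplasm intensity under 500,000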;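 note: U2OS cells stably carrying GPR55 and arrestin-GFP stimulated by 5 µM LPI near EC80; imaged beta-arrestin-GFP aggregate spots per cell after agonist stimulation; plate controls were LPI-stimulated DMSO wells for no effect and DMSO wells without LPI for full effect; some results filed as inactive read as strong as hits; confirmed hits need IC50 under 10 µM and bright autofluorescent wells are also inconclusive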
# Myeloid diff MLP: induction of myeloid progenitor differentiation, primary screen, cell-based, flow cytometry, MLPCN library; ER-HoxA9 myeloid progenitors, lysozyme-GFP differentiation; AID 624256, 2012; calls only at 10 µM; hit rate 1% among 360,000;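 active = normalized GFP-positive differentiation at or above the plate's own cutoff, the solvent-only control mean plus 3 SD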;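 note: cells exposed to compound for four days before flow analysis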
# LYP phosphatase: inhibitors of LYP phosphatase, biochemical, fluorescence intensity, uHTS (AID 1779); Tyrosine-protein phosphatase non-receptor type 22 (Homo sapiens); recombinant LYP phosphatase, fluorescence intensity; higher % means a stronger effect; one-dose inhibition, % at 11.5 µM; IC50 in µM for titrated hits; hit rate 0.054% among 290,000; in the data active = inhibition above about 50%;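 note: plate controls were vehicle with enzyme for no effect and no enzyme for full effect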
# GPR35 arrestin U2OS: GPR35 antagonists blocking zaprinast-driven arrestin recruitment, primary screen, imaging, U2OS, beta-arrestin-GFP, zaprinast agonist (AID 2058); U2OS GPR35 beta-arrestin-GFP translocation imaging, zaprinast antagonism; higher % means a stronger effect; inhibition, % at 10 µM, or IC50 in µM where a hit was titrated; G-protein coupled receptor 35 (Homo sapiens); hit rate 0.052% among 290,000;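 active = inhibition of at least 50% with at least 30 cells and total cytoplasm GFP at most 10,000,000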
# SIAH1 antagonists: Siah-1 peptide-binding antagonists, primary screen, biochemical, fluorescence polarization, rhodamine-plectin, uHTS (AID 1817); E3 ubiquitin-protein ligase SIAH1 (Homo sapiens); Siah-1 / rhodamine-plectin peptide fluorescence polarization; higher % means a stronger effect; displacement, % at 20 µM, or IC50 in µM where a hit was titrated; hit rate 0.02% among 290,000;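 active = displacement of at least 50% at 20 µM, with a fluorescence ratio check between 0.3 and a set limit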;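 note: plate controls were Siah plus tracer with DMSO for no effect and tracer alone without Siah for full effect; strong numbers were not always called active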
# HIV peptide binding: inhibitors of HIV fusion peptide binding, primary screen, biochemical, uHTS, fluorescence dequenching (AID 1986). cell-free peptide binding, fluorescence dequenching, 30 min; higher % means a stronger effect. inhibition, % at 20 µM; hits with a dose series show IC50 in µM. hit rate 0.3% among 290,000; in the data active = inhibition mostly above about 52%, no sharp cut-off; inactive = mostly below about 76%; note: some results filed as inactive read as strong as hits
# Salmonella PhoP GFP: inhibitors of PhoP regulon expression, primary screen, Salmonella Typhimurium, GFP reporter (AID 1863); S. Typhimurium PhoP-regulated promoter GFP reporter, 4 h; higher % means a stronger effect; hit rate 0.16% among 300,000; one-dose inhibition, % at 50 µM; IC50 in µM for titrated hits;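 active = inhibition over 29.93%, a cutoff 3 SD above the screen mean, later confirmed by dose response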;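 note: 0% = low Mg2+ inducing control and 100% = high Mg2+ repressing control; strong numbers were not always called active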
# MgcRacGAP inhibition: MgcRacGAP GTPase-activating activity inhibitors, confirmation, biochemical, ADP Hunter fluorescence; Rac GTPase-activating protein 1 (Homo sapiens); MgcRacGAP-stimulated Rac1 GTP hydrolysis, ADP Hunter fluorescence; higher % means a stronger effect; GST-tagged Rac1 F28L mutant substrate; inhibition, % at 30 µM; hits with a dose series show IC50 in µM; hit rate 0.6% among 340,000;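 active = first-screen hits whose inhibition reached a set limit at any dose in the follow-up dose series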;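 note: fluorescence reports GDP produced by GAP-driven GTP hydrolysis; strong numbers were not always called active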
# NTR1 agonist: agonists of NTR1, primary screen, imaging, U2OS cells, beta-arrestin-GFP, high content (AID 493036); Neurotensin receptor type 1 (Homo sapiens), P30989; NTR1-U2OS beta-arrestin-GFP spot imaging, agonist mode; activation, % at 20 µM; hit rate 0.17% among 330,000;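 active = activation at or above 40% of the spot to cytoplasm intensity ratio, with at least 20 cells analyzed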;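 note: 0% = DMSO without peptide and 100% = 100 nM NTR1 peptide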
# Target sequence (P30989 whole entry, looked up): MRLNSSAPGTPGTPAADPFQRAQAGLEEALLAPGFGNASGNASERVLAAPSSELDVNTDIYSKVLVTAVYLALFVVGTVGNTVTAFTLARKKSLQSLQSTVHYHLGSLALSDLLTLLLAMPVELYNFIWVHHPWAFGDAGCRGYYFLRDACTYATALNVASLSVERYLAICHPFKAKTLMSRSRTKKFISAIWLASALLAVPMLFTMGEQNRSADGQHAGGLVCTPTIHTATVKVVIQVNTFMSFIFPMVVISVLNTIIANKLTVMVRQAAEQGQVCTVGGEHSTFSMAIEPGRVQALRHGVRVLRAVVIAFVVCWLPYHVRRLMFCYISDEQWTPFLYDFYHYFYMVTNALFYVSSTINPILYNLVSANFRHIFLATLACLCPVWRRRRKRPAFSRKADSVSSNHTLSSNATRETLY
# NTR1 agonist cell count 20 µM: also measured in NTR1 agonist; calls as there; cell count; measured here: cell count, cytotoxicity flag
# Myeloid diff MLP GFP+ MAC1+ %: second read-out of Myeloid diff MLP, no call of its own (marks repeat the call); GFP+ MAC1+ double positive, %; measured here: differentiation confirmed by MAC1 staining
# Active calls of the source: *; i = inactive; / = no result given.
# Below each SMILES – LYP phosphatase	GPR55 LPI antagonism	GPR35 arrestin U2OS	SIAH1 antagonists	Myeloid diff MLP GFP+ MAC1+ %	NTR1 agonist	NTR1 agonist cell count 20 µM	Myeloid diff MLP	HIV peptide binding	MgcRacGAP inhibition	Salmonella PhoP GFP
> O=C1CCC2(C(=O)O)Sc3ccccc3N12 (configuration not stated)
→ -4%	-2%	-2%	2%	0.3	-2.3	63	i	0.7%	8%	-13%
> Cc1ccc(C)c(COC(=O)c2cc([N+](=O)[O-])ccc2N2CCOCC2)c1
→ /	/	/	/	0.6	11	53	i	/	5%	-3%
> CCS(=O)(=O)C1=NSC2=NC(=O)/C(=C\c3ccc(OS(=O)(=O)c4ccccc4)cc3)C(=N)N21
→ -3%	1%	-20%	2%	0.5	1.3	50	i	20µM*	8%	-9%
> Cc1nc(SCC(=O)NC(=O)NCCC(C)C)c2c(-c3cccs3)csc2n1
→ 5%	2%	-6%	-11%	1.6	24	64	i	-3.7%	4%	-8%
> O=C(COc1ccccc1)Nc1c(C(=O)N2CCC(N3CCCCC3)CC2)oc2ccccc12
→ -11%	2%	10%	-2%	1.2	0.1	63	i	-1.0%	-8%	0%
> COC(=O)C1CCN(C(=O)N2CCOCC2)CC1
→ -4%	-3%	2%	-1%	7.2	-1.1	43	i	0.0%	5%	11%
> CNC(=O)c1sc(=S)n(-c2ccc(OC)cc2)c1N
→ 0%	25%	0%	8%	0.1	1.8	80	i	-1.3%	4%	6%
> Cc1ccc(CNC(C)(C)CO)cc1
→ 0%	-15%	6%	-7%	0.5	0.1	49	i	0.6%	8%	7%
> O=C(Cn1ccc([N+](=O)[O-])n1)N1CCCCCC1
→ -4%	6%	16%	-3%	0.2	0.1	55	i	-1.9%	11%	3%
> O=C(CSc1nnnn1-c1cccnc1)NCc1cccs1
→ 5%	-10%	7%	0%	1.2	1.4	50	i	0.4%	2%	-3%
> Cc1nn(Cc2ccc(F)cc2)c(C)c1NC(=O)C1c2ccccc2Oc2ccccc21
→ -8%	-2%	-9%	14%	0.0	2.7	66	i	-1.6%	-4%	-5%
> CCN(CC)S(=O)(=O)c1cccc(C(=O)OCC(=O)c2ccc3c(c2)NC(=O)CO3)c1
→ -4%	4%	5%	0%	1.3	3.3	60	i	0.4%	6%	-3%
> COc1cccc(C2CC(c3cccs3)=NN2C(=O)CSc2nc3ccccc3s2)c1OC (configuration not stated)
→ 6%	1%	2%	-2%	0.5	-1.2	71	i	-1.8%	2%	-3%
> Cc1ccc(S(=O)(=O)N2CCCCC2)cc1NC(=O)CSc1nncn1-c1ccccc1
→ -9%	8%	-4%	0%	0.8	0.8	63	i	-0.4%	0%	13%
> CCOC(=O)c1cnc2ccc(C(=O)OC)cc2c1Nc1ccc(C(=O)O)cc1
→ -2%	10%	13%	8%	0.0	1.1	44	i	3.1%	4%	-5%
> COCCOc1cc(NC(=O)CS(=O)CC(=O)N(C)C)c(Cl)cc1Cl (configuration not stated)
→ -10%	1%	-5%	4%	0.1	0.6	48	i	-1.1%	-3%	-10%
> CCCc1cc(=O)oc2cc(C)cc(OCC(=O)NCc3cccnc3)c12
→ -14%	-2%	2%	3%	1.2	-0.4	65	i	3.8%	7%	-7%
> CC(C)=CCN1CCNC(=O)C1CC(=O)NCc1nc(C)c(C)s1 (configuration not stated)
→ -1%	-3%	-14%	0%	0.2	0.0	47	i	1.4%	1%	1%
> O=C(c1ccccc1Br)N1CCC(c2nc3ccccc3s2)CC1
→ -3%	4%	12%	-5%	0.9	3.3	52	i	0.4%	5%	0%
> CCCCn1nnnc1SCC(=O)Nc1ccc(F)cc1
→ -4%	-16%	5%	2%	0.9	-4.3	72	i	-0.2%	3%	5%
> CCOc1ccc(S(=O)(=O)N2CCC(C(=O)OCc3ccc(OC)cc3)CC2)cc1
→ /	/	/	/	1.1	5.0	39	i	/	4%	-7%
> COc1ccc(N(CC(=O)NC2CCCCCC2)S(=O)(=O)c2ccccc2)cc1Cl
→ -1%	-9%	-8%	0%	0.8	5.8	79	i	4.7%	5%	-1%
> O=C1CN(S(=O)(=O)c2ccccc2)c2ccccc2N1
→ -3%	6%	5%	1%	0.7	0.2	60	i	-0.2%	-5%	13%
> Cc1ccccc1NC(=S)NC(C)C(c1cccs1)N1CCOCC1 (configuration not stated)
→ -5%	-8%	-6%	-1%	2.2	2.4	83	i	-0.9%	4%	1%
> Cc1[nH]nc(SCC(=O)NCc2ccccc2)c1[N+](=O)[O-]
→ 3%	-2%	2%	5%	2.3	-1.5	67	i	-0.6%	7%	0%
> CN1CCN(c2ccc(NC(=O)COc3ccc4ccccc4c3)cc2)CC1
→ -11%	0%	14%	-10%	/	-1.6	63	/	-0.7%	7%	1%
> Cc1cc(C(F)F)n2nc(C(=O)Nc3ccccc3F)nc2n1
→ -2%	-1%	5%	0%	0.7	0.5	57	i	1.7%	0%	-2%
> COC(=O)C1=C(C)N(C)C(=O)/C1=C\c1ccco1
→ 5%	8%	-1%	0%	0.4	-4.4	90	i	0.6%	8%	29%
> COc1ccccc1C(C)NCC(=O)NCC(=O)Nc1ccc(F)c(F)c1F (configuration not stated)
→ -4%	0%	0%	0%	0.2	-0.8	28	i	0.9%	4%	-6%
> C=CCN(CC=C)C(=O)COn1nnc2ccc(S(=O)(=O)N3CCOCC3)cc21
→ /	/	/	/	0.4	-0.5	55	i	/	3%	4%
> CCCN1C2=NCCCN2c2ccccc21
→ -8%	3%	10%	0%	5.2	1.7	36	i	-1.2%	7%	12%
> S=c1[nH]ccn1Cc1ccccc1
→ -4%	-2%	-12%	-2%	0.5	-0.3	65	i	0.5%	13%	-2%
> Cc1ccccc1C(=O)Nc1ccc2c(c1)CCCN2C(=O)c1cccs1
→ 1%	-2%	-3%	-4%	3.1	-0.6	65	i	-0.9%	-1%	4%
> COCC(=O)N1CCC(Oc2ccc(C(=O)NCc3cnc(C)cn3)cc2)CC1
→ -5%	11%	10%	-4%	0.7	1.8	63	i	1.6%	7%	-3%
> O=C(CN1C(=O)/C(=C/c2ccccc2)SC1=S)NC1C=CS(=O)(=O)C1 (configuration not stated)
→ -7%	-1%	5%	1%	1.5	0.0	65	i	-0.3%	5%	7%
> COc1cc(-c2noc(C)n2)cc(OC)c1OC
→ -11%	10%	-13%	8%	0.4	-0.4	50	i	-1.5%	13%	6%
> CC(Sc1nc(N)cc(=O)[nH]1)C(=O)Nc1nc2c(s1)CCCC2 (configuration not stated)
→ -8%	2%	-15%	4%	3.6	0.2	53	i	0.4%	9%	1%
> CC(=O)Nc1c2c(nn1-c1ccccc1)CS(=O)C2 (configuration not stated)
→ -7%	-3%	-14%	-1%	2.5	0.8	44	i	1.0%	5%	-4%
> O=C(NCC(=O)N1CCN(c2ccccc2O)CC1)c1ccc2c(c1)OCO2
→ -7%	2%	-4%	49%	0.7	0.7	51	i	9.0%	10%	-4%
> CCOc1ccc(C(C)(O)CN2CCOCC2)cc1 (configuration not stated)
→ -6%	9%	-2%	7%	1.0	-1.2	81	i	1.8%	13%	3%

# One compound at a time, from the list above. Order of screens: LYP phosphatase, GPR55 LPI antagonism, GPR35 arrestin U2OS, SIAH1 antagonists, Myeloid diff MLP GFP+ MAC1+ %, NTR1 agonist, NTR1 agonist cell count 20 µM, Myeloid diff MLP, HIV peptide binding, MgcRacGAP inhibition, Salmonella PhoP GFP
# Cc1cc(C(F)F)n2nc(C(=O)Nc3ccccc3F)nc2n1 reads -2%, -1%, 5%, 0%, 0.7, 0.5, 57, i, 1.7%, 0%, -2%
# COc1cc(-c2noc(C)n2)cc(OC)c1OC reads -11%, 10%, -13%, 8%, 0.4, -0.4, 50, i, -1.5%, 13%, 6%
# O=C(NCC(=O)N1CCN(c2ccccc2O)CC1)c1ccc2c(c1)OCO2 reads -7%, 2%, -4%, 49%, 0.7, 0.7, 51, i, 9.0%, 10%, -4%
# C=CCN(CC=C)C(=O)COn1nnc2ccc(S(=O)(=O)N3CCOCC3)cc21 reads /, /, /, /, 0.4, -0.5, 55, i, /, 3%, 4%

# Carrying on:
# Below each SMILES – LYP phosphatase	GPR55 LPI antagonism	GPR35 arrestin U2OS	SIAH1 antagonists	Myeloid diff MLP GFP+ MAC1+ %	NTR1 agonist	NTR1 agonist cell count 20 µM	Myeloid diff MLP	HIV peptide binding	MgcRacGAP inhibition	Salmonella PhoP GFP
> Cc1[nH]c2ccccc2c1CCNC(=O)c1c(N)no[n+]1[O-]
→ -2%	2%	0%	4%	0.8	0.5	72	i	-1.3%	5%	-4%
> CCc1ccccc1NC(=S)NC1CC2CCCC(C1)N2Cc1cccs1 (configuration not stated)
→ -8%	11%	6%	1%	4.1	1.4	45	i	0.4%	9%	-2%
> Cc1ccc(C(=O)N2CCN(C)CC2)cc1[N+](=O)[O-]
→ -10%	-5%	-4%	-6%	0.3	-1.7	54	i	-0.3%	5%	-4%
> O=C(CSc1cnc2ccccc2n1)c1ccc(F)cc1
→ 0%	4%	9%	4%	0.5	0.1	94	i	15%	2%	5%
> O=C(CNC(=O)c1sc2ccccc2c1Cl)NCc1cccc(C(F)(F)F)c1
→ /	/	/	/	0.9	1.2	70	i	/	3%	0%
> COC(=O)c1ccccc1NC(=O)NC1CCN(Cc2ccccc2)CC1
→ 0%	6%	-9%	4%	6.6	0.2	60	i	-1.7%	3%	14%
> CSCC[C@H](N)C(=O)N1CCC(C(=O)N[C@H](C)C(=O)Nc2ccc(C(C)C)cc2)CC1
→ -2%	9%	0%	-2%	1.5	0.3	76	i	0.8%	-7%	-4%
> Cc1cc(-c2ccccc2)oc(=O)c1NC(=O)c1ccccc1
→ -2%	4%	-4%	-2%	0.2	-1.0	42	i	-0.9%	2%	-10%
> O=C(NCCCN1CCOCC1)C(c1ccccc1)c1ccccc1
→ -7%	-6%	-5%	-6%	0.5	0.2	66	i	-1.6%	10%	-8%
> COc1cccc(NS(=O)(=O)c2cc3[nH]c(=O)c(=O)[nH]c3cc2C)c1
→ -11%	11%	5%	4%	2.4	0.6	65	i	0.6%	8%	-6%
> CCC(C)NC(=O)CN1c2cccc3cccc(c23)S1(=O)=O (configuration not stated)
→ -5%	4%	-6%	11%	1.0	-1.6	85	i	-1.5%	-6%	2%
